MDM2 E3 inh = inhibitors of human Mdm2 E3 ubiquitin ligase; Q00987; cell-based MDM2 ubiquitination luciferase reporter, 2 h; 0 = plate control, 100 = twice control, blank-subtracted; signal enhancement, % at 5 µM; 210,000 tested, 0.11% active;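 active = signal enhancement of 30% or more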;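 note: luminescence tracks abundance of the self-degrading MDM2-luciferase fusion protein; higher signal means inhibition of MDM2 E3 ligase activity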
Target sequence (Q00987 whole entry, looked up, the tested form may be a part): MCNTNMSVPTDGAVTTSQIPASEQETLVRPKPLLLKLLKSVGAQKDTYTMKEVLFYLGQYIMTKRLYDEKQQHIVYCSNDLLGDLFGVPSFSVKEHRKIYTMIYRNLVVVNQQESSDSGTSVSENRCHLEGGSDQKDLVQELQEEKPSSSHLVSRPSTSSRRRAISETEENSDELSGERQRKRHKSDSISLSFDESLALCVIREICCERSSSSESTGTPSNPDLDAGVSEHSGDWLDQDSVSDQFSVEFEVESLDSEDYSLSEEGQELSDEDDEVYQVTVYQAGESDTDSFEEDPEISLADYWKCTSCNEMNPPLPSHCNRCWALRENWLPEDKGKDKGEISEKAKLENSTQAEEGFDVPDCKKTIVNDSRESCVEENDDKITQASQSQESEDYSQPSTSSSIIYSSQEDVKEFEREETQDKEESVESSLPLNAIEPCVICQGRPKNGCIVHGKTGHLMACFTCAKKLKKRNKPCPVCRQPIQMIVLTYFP
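system = mammalian cells stably expressing self-ubiquitinating, self-degrading MDM2 E3–luciferase fusion | quantity = 2000 cells per well seeded | incubation = 4 h cell settling then 2 h compound exposure, 37 °C | signal = SteadyLite luminescence, 15 min reagent step | benchmarks = plate control and blank wells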
p97 ATPase inh = human p97 ATPase inhibition | 220,000 tested, 0.42% active | P55072 | recombinant p97 ATPase, Kinase-Glo ATP luminescence, 3 h | AID 1481 | inhibition, % at 8 µM; in the data active = inhibition above about 15%;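 note: 0% = DMSO vehicle and 100% = wells lacking enzyme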
Runt-CBFb FRET = blocks binding of human RUNX1 Runt domain to CBFb. Cerulean-Runt/Venus-CBFb FRET ratio 530/480, 1 h. inhibition, % at 20 µM. 220,000 tested, 0.46% active. AID 1496;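 active = inhibition over about 50% at 20 µM in the single-dose screen, limit read from the data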;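 note: 0% = DMSO wells and 100% = excess unlabeled CBFb competitor control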
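Assay system: Cerulean-Runt domain / Medium: Tris 50 mM pH 7.5, KCl, K2SO4, 0.01% BSA / Timing: protein complex preformed 1 h, compound exposure 1 h, room temperature, dark / Measured by: FRET, excitation 422 nm, emission at 530 and 480 nm / Evaluation: loss of energy transfer signal / Control set: 5 µM unlabeled CBFb as full-inhibition high control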
NPY Y1 blocker = NPY-Y1 (human) receptor antagonism; inhibition, % at 3.6 µM; 200,000 tested, 1% active; HEK293-CNG Y1 cells, membrane potential fluorescence; NPY at EC95, then isoproterenol;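 active = inhibition above the campaign mean inhibition of all tested compounds plus 3 SD, cut at about 20% in these data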;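 note: 0% = DMSO wells given NPY plus isoproterenol and 100% = isoproterenol alone without NPY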
Target sequence (P25929 whole entry, looked up): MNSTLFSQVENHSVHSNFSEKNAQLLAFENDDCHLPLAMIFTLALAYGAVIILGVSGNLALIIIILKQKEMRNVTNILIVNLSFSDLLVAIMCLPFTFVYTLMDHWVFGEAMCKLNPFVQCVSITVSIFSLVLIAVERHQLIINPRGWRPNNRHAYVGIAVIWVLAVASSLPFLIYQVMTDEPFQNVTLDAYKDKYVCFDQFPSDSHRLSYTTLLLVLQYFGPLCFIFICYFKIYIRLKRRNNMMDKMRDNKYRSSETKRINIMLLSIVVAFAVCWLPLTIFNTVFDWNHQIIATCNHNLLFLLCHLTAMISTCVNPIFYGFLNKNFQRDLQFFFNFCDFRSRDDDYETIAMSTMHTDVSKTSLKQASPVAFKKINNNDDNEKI
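Benchmarks – high control isoproterenol alone, low control NPY with isoproterenol · Material – HEK293 Y1/CNG channel cell line · Times – dye 3 h, compound 60 min room temperature, stimulation 45 min · Probe or stimulus – NPY (25 nM), isoproterenol (1 µM), Ro 20-1724 (25 µM) · Evaluation – % inhibition of NPY effect · Signal – fluorescence, membrane potential probe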
Hck Nef HTS = human Hck-Nef kinase inhibition; P08631; Recombinant Hck-YEEI plus Nef, Z-Lyte FRET kinase assay; inhibition, % at 20 µM; 220,000 tested, 0.68% active; AID 463187;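 active = Hck-Nef kinase inhibition above about 50%, limit read from the data; inactive = inhibition below that limit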;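 note: 0% = DMSO with Hck plus Nef and 100% = Hck alone without Nef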
RBBP9 inh = inhibitors of human serine hydrolase RBBP9 | O75884 | 220,000 tested, 0.2% active | AID 1515 | recombinant RBBP9, FP-Rh probe fluorescence polarization | inhibition, % at 7.94 µM;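 active = inhibition above the campaign mean of all tested compounds plus 3 SD, cut at about 14% in these data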;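 note: plate controls were DMSO wells with RBBP9 for no effect and wells lacking RBBP9 protein for full effect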
Target sequence (O75884 whole entry, looked up): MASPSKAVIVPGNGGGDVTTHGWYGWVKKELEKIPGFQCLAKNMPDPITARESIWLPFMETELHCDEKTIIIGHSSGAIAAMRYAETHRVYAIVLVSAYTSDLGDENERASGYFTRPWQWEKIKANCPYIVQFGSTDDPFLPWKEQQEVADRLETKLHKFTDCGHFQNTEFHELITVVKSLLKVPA
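System: RBBP9 protein | Quantity: 2.5 µM RBBP9 dispensing solution, before mixing | Reagent: FP-Rh probe, 375 nM dispensing solution | Timing: Enzyme-compound preincubation 30 min, then probe labeling 45 min, 25 °C | Measured by: Fluorescence polarization | Read-out: % inhibition | Replication: One well per compound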
NPY-Y1 PAM-ag = human NPY-Y1 potentiation or agonism, primary screen. P25929. NPY-Y1 expressing cells, potentiator/agonist activation. activation, % at 3.6 µM. 220,000 tested, 0.37% active. AID 1304; in the data active = activation above about 33%, passing the limit was not always enough;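 note: cells stimulated with NPY at EC10 then isoproterenol at EC100; 0% = low agonist plus stimulus and 100% = saturating agonist plus stimulus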
NPY-Y2 PAM-ag = potentiates or activates human NPY-Y2 receptor; activation, % at 3.6 µM; cells expressing NPY-Y2, potentiator/agonist read-out; AID 1359; P49146; 220,000 tested, 0.45% active; in the data active = activation above about 27%;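 note: cells stimulated with NPY near EC25 plus isoproterenol at EC100; 0% = vehicle plus submaximal agonist and 100% = vehicle plus saturating agonist; some results beyond the cut were filed as inactive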
Runt-SMMHC FRET = blocks binding of human RUNX1 Runt domain to CBFb-SMMHC. Q01196+Q13951. Cerulean-Runt/Venus-CBFb-SMMHC FRET ratio 530/480, 1 h. inhibition, % at 20 µM. 220,000 tested, 0.74% active;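 active = mean inhibition across duplicate retests at 20 µM reaching about 50%, limit read from the data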;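 note: 0% = DMSO wells and 100% = wells with excess untagged CBFb-SMMHC; inhibitors lower the FRET ratio by blocking Runt binding to CBFb-SMMHC; some results filed as inactive read as strong as hits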
* = called active by the depositor; · = no result given.

SMILES	MDM2 E3 inh	p97 ATPase inh	Runt-CBFb FRET	NPY Y1 blocker	Hck Nef HTS	RBBP9 inh	NPY-Y1 PAM-ag	NPY-Y2 PAM-ag	Runt-SMMHC FRET
CCN(CC)CCn1c(=S)[nH]c2cc3c(cc2c1=O)OCO3	-2	4	5	6	1	3	0	-14	-2
Cc1sc2ncnc(SCc3ccc(C(=O)O)cc3)c2c1C	-2	5	-5	6	18	-1	3	-20	31
C#CCOc1ccc(/C=C2\SC(=S)N(Cc3cccnc3)C2=O)cc1	-1	4	-9	-3	7	-1	-11	6	-8
Cc1cc(C(=O)COC(=O)CNC(=O)c2ccccc2)c(C)n1CC1CCCO1 (stereo unspecified)	-43	0	1	11	17	-6	2	2	-4
CCC(=O)Nc1nn(C)c2nc3c(C)cccc3cc12	-75	0	18	-2	23	-10	1	-2	86
COc1ccc2nc(-n3c(C)ccc3C)sc2c1	-15	-2	2	2	1	-4	-5	11	-3
Cc1cc(C)cc(C(=O)NCC(=O)OCC(=O)NCc2ccco2)c1	-48	1	-1	5	15	6	12	-4	-2
CCOc1cc(/C=N/n2cnnc2)cc(Br)c1O	2	-1	2	1	22	-5	-12	-2	5
Cc1ccc(N(C(=O)Nc2ccccc2)C2=NCC(C)S2)cc1 (stereo unspecified)	-1	-1	1	6	4	-6	-5	-7	5
Cc1ccccc1NC(=O)CSc1[nH]c(=O)cc(C)c1C#N	-10	4	25	10	3	-4	3	-7	28
Cc1cc(=O)[nH]c(SCC(=O)NCC2CCCCC2)c1C#N	1	1	-1	5	1	-2	3	9	2
Cc1oc2ccccc2c1-c1cn2c(n1)SCC2	-13	3	2	-6	5	5	-2	-1	2
CCOC12CC(C)(C)CC(C)(CC3=C1C(=O)CC(C)(C)C3)C2 (stereo unspecified)	0	4	-2	-2	3	3	-1	-2	0
CC(=O)OC(C(=O)Nc1ccccc1C)C(OC(C)=O)C(OC(C)=O)C(OC(C)=O)C(=O)Nc1ccccc1C (stereo unspecified)	·	4	·	3	-8	-2	1	2	·
NC(=O)c1ccc(NC(=O)COC(=O)c2ccccc2Nc2ccccc2)cc1	-11	8	1	5	26	-9	3	11	0
Cc1cccc(C(=O)N(C)c2nnc(-c3ccncc3)s2)c1	·	4	·	4	1	-1	1	1	·
Clc1ccc(NC2=NCCCCC2)cc1	-4	7	-1	46*	1	-3	7	10	3
CC(=O)Nc1ccc(C(=O)N/N=C/c2ccccc2OCc2ccccc2)cc1	-7	13	5	1	23	-9	-7	-21	0
Cc1cccc2cc(CN(Cc3ccccc3)C(=O)N(C)C)c(=O)[nH]c12	0	0	2	-1	0	-10	7	21	0
CCOC(=O)c1c(C)c(C(=O)NCCN2CCOCC2)c(C)n1C	14	2	0	3	-1	-5	-4	-14	-7
C=CCN=C1S/C(=C\c2ccc(Cl)cc2)C(=O)N1CC=C	-3	-3	0	·	15	-10	5	-32	1
Cc1ccc(/C=N/NC(=O)Cc2c[nH]c3ccccc23)c(C)c1	-24	6	-1	0	2	-6	12	-10	2
Cn1c(SCn2nnc3ccccc3c2=O)nc2ccccc2c1=O	7	6	2	-1	26	-3	-3	17	-4
CC(C)CCOc1ccc(-c2c(=O)n(OCc3ccc([N+](=O)[O-])cc3)c3ccccc3[n+]2[O-])cc1	-10	2	-4	5	2	-3	-21	-7	0
COCCNC(=O)NC12CC3CC(CC(C3)C1)C2	10	7	-1	0	18	-5	-14	7	-1
(next part)
SMILES	MDM2 E3 inh	p97 ATPase inh	Runt-CBFb FRET	NPY Y1 blocker	Hck Nef HTS	RBBP9 inh	NPY-Y1 PAM-ag	NPY-Y2 PAM-ag	Runt-SMMHC FRET
O=C1C2C3C=CC(C4CC34)C2C(=O)N1/N=C/c1c[nH]c2ccccc12 (stereo unspecified)	-26	5	0	9	6	0	9	-19	1
O=C(COc1ccc([N+](=O)[O-])cc1)NCc1ccccc1	-7	4	·	-1	1	-6	-5	-2	1
COc1ccccc1-n1cnc2cc(NS(=O)(=O)c3ccc(Br)cc3)ccc21	1	1	1	-1	1	-3	11	-4	4
CN(C)c1ccc(/C=N/NC(=O)c2ccc(NC(=O)c3ccccc3)cc2)cc1	-12	8	-2	·	15	0	25	6	-45
CCOC(=O)c1cnc(-n2nc(C)cc2C)nc1Nc1cccc(C(C)=O)c1	·	-1	·	-2	0	-14	-10	3	·
COCCCNC(=O)Cn1c(=O)n(Cc2ccc(C(=O)NCCc3ccc(OC)c(OC)c3)cc2)c(=O)c2ccccc21	-5	4	-2	4	22	-3	-10	-4	-2
Cc1ccc(C(=O)Nc2ccc(O)cc2C(=O)O)cc1	-30	6	2	7	3	-11	31	12	3
CCn1nc(C)c(C2C(C#N)=C(N)OC3=C2C(=O)CCC3)c1C (stereo unspecified)	-86	-5	-1	-1	0	-9	-5	8	-1
Cc1cccc(OCc2nnc(SCC(=O)N3CCc4ccccc43)n2C)c1	-12	0	-4	3	-1	3	-8	-7	-5
O=C(NCc1ccccn1)[C@@H]1C[C@H]1[C@@H](NP(=O)(c1ccccc1)c1ccccc1)c1ccccc1	·	-3	-2	7	0	3	-17	-12	0
COc1ccccc1Oc1nc(-c2ccccc2)cc(C)c1S(C)(=O)=O	-2	-1	-2	14	0	-2	-32	-22	0
CCOC(=O)c1cccc(NC(=O)CSc2nnc(-c3ccncc3)n2CCCOC)c1	-9	2	-2	-3	0	-4	-7	1	-4
CC(C)CCNC(=O)c1ccc(Cl)c(NC(=O)Cc2ccccc2)c1	6	-7	-3	8	0	-9	-10	2	2
Cc1ccc2c(C(=O)CN3CCSCC3)c(C)[nH]c2c1	-8	-1	-4	4	-3	-1	-19	16	-1
CCN1CCN(c2nc3ccccc3nc2C(C#N)S(=O)(=O)c2ccc(C)c(C)c2)CC1 (stereo unspecified)	-5	2	2	-1	-3	-1	-5	1	23
O=C1NC2(O)C(=O)c3ccccc3C2(O)N1 (stereo unspecified)	-4	3	1	-1	23	2	-16	-1	2
Cc1ccc(NC(=O)C2CCCN2S(=O)(=O)c2ccc3c(c2)CCC(=O)N3)cc1Cl (stereo unspecified)	-83	-10	1	-2	0	-4	8	9	4
Cc1ccc(NC(=O)CSc2nnc(N)s2)c([N+](=O)[O-])c1	-18	-5	0	-3	20	-7	-20	6	-2
COCCn1c(SCC(=O)NC(=O)NCc2ccccc2)nc2ccccc21	-17	-3	0	-1	1	-3	-6	-23	2
COc1cccc(OC)c1OCCCSc1nc(C)cc(=O)[nH]1	7	0	1	1	-1	-5	-21	9	-2
COc1ccc(Nc2nc3ccc(C)cn3c(=O)c2/C=N/O)cc1	-4	7	-1	-6	-2	0	8	2	-2
COc1ccc(N2C(=O)CC(n3cnc4ccccc43)C2=O)cc1 (stereo unspecified)	-11	-4	3	-1	1	-1	6	-10	3
COCCOCCn1c(/C=C/c2ccccc2)nc2ccccc21	-41	-10	0	5	0	3	-7	-5	3
Cc1ccc(N2C(=O)CC(SCC(=O)Nc3ccc(S(N)(=O)=O)cc3)C2=O)cc1 (stereo unspecified)	-7	1	7	-6	2	-13	8	3	5
COC(=O)/C=C1\SC(N2CCOCC2)=C(c2ccc(OC)cc2)C1=O	3	6	16	6	-33	-10	-11	11	2

Another view of some results above:
Compound | MDM2 E3 inh | p97 ATPase inh | Runt-CBFb FRET | NPY Y1 blocker | Hck Nef HTS | RBBP9 inh | NPY-Y1 PAM-ag | NPY-Y2 PAM-ag | Runt-SMMHC FRET
COCCCNC(=O)Cn1c(=O)n(Cc2ccc(C(=O)NCCc3ccc(OC)c(OC)c3)cc2)c(=O)c2ccccc21 | -5 | 4 | -2 | 4 | 22 | -3 | -10 | -4 | -2
NC(=O)c1ccc(NC(=O)COC(=O)c2ccccc2Nc2ccccc2)cc1 | -11 | 8 | 1 | 5 | 26 | -9 | 3 | 11 | 0

6 compounds from above, ordered by length of the SMILES, high to low.
SMILES	MDM2 E3 inh	p97 ATPase inh	Runt-CBFb FRET	NPY Y1 blocker	Hck Nef HTS	RBBP9 inh	NPY-Y1 PAM-ag	NPY-Y2 PAM-ag	Runt-SMMHC FRET
Cc1ccc(NC(=O)C2CCCN2S(=O)(=O)c2ccc3c(c2)CCC(=O)N3)cc1Cl (stereo unspecified)	-83	-10	1	-2	0	-4	8	9	4
CCOC(=O)c1cnc(-n2nc(C)cc2C)nc1Nc1cccc(C(C)=O)c1	·	-1	·	-2	0	-14	-10	3	·
CCn1nc(C)c(C2C(C#N)=C(N)OC3=C2C(=O)CCC3)c1C (stereo unspecified)	-86	-5	-1	-1	0	-9	-5	8	-1
CC(C)CCNC(=O)c1ccc(Cl)c(NC(=O)Cc2ccccc2)c1	6	-7	-3	8	0	-9	-10	2	2
Cc1ccc(C(=O)Nc2ccc(O)cc2C(=O)O)cc1	-30	6	2	7	3	-11	31	12	3
O=C1NC2(O)C(=O)c3ccccc3C2(O)N1 (stereo unspecified)	-4	3	1	-1	23	2	-16	-1	2

The list continues.
SMILES	MDM2 E3 inh	p97 ATPase inh	Runt-CBFb FRET	NPY Y1 blocker	Hck Nef HTS	RBBP9 inh	NPY-Y1 PAM-ag	NPY-Y2 PAM-ag	Runt-SMMHC FRET
CCn1cc(C2CC(=O)NC2=O)c2ccccc21 (stereo unspecified)	-6	7	1	·	17	-2	8	-3	-2
c1c2c(cc3sc(N4CCOCC4)nc13)OCO2	-16	-9	41	-1	4	-4	-12	12	14
CNC(=S)N1N=C(c2ccc(C)cc2)CC1c1ccc(Br)cc1 (stereo unspecified)	-22	-3	1	7	1	2	-25	-8	3
CC1(C)CC(=O)C(C=NCCN2CCN(CC(=O)Nc3ccc(Cl)cc3)CC2)=C(O)C1	-9	2	-1	-1	-15	-1	-12	3	-1
COc1ccc(CCNC(=O)CSCc2ccc([N+](=O)[O-])cc2)cc1OC	-6	1	0	13	6	-6	3	2	7
CCOC(=O)c1c(NC(=O)CSc2nnc(Cc3ccccc3)o2)sc(C)c1C	-1	-5	-4	10	-10	-7	-45	-52	1
O/C(=C\c1ccc2ccccc2n1)c1ccc(O)cc1O	-42	6	-12	-5	18	0	9	13	-40

2 compounds picked at random from those above:
SMILES	MDM2 E3 inh	p97 ATPase inh	Runt-CBFb FRET	NPY Y1 blocker	Hck Nef HTS	RBBP9 inh	NPY-Y1 PAM-ag	NPY-Y2 PAM-ag	Runt-SMMHC FRET
c1c2c(cc3sc(N4CCOCC4)nc13)OCO2	-16	-9	41	-1	4	-4	-12	12	14
CNC(=S)N1N=C(c2ccc(C)cc2)CC1c1ccc(Br)cc1 (stereo unspecified)	-22	-3	1	7	1	2	-25	-8	3

Screens: PubChem, several laboratories
